ATXN2 expr inh – Primary qHTS for Inhibitors of ATXN expression; 0.72% of 360,000 active; AID 1745845, 2022; HEK-293 ATXN2-luciferase reporter, luminescence, 24 h; Potency, µM (titrated, usually from 57 µM), for the others: at the top dose activity change, negative = inhibition, usual class: inhibitors; note: potency is the fitted concentration of half-maximal effect; % is set by controls: 0 for no effect and ±100 for the full control effect; nearly all actives have a fitted effect of over 55% in size
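ATXN2-luciferase reporter cells (luciferase flanked by upstream and downstream ATXN2 gene portions) were treated 24 h at 37 °C with compounds at up to 57 uM. SteadyGlo luminescence gave expression; GF-AFC fluorescence gave viability.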
SW480 rerep – A quantitative high throughput screen for small molecules that induce DNA re-replication in SW480 colon adenocarcinoma cells; AID 624297, 2012; SW480 DNA re-replication, Hoechst DNA content imaging, 48 h; 1.8% of 340,000 active; Potency, µM (titrated, usually from 46.1 µM), without a hit: at the top dose re-replication activation, hits mostly activators; note: potency is the fitted concentration of half-maximal effect; % of control where 0% means no effect; nearly all actives have a fitted effect of over 55% in size
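Cells (250 per well) received 23 nL compound or DMSO by pin tool and were kept 48 hr at 37 C, 5% CO2. Nuclei were then stained with Hoechst for 40 min and scanned for DNA content.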
HT1080 IDH1KD tx – qHTS for induction of synthetic lethality in tumor cells producing 2HG: qHTS for the HT-1080-IDH1KD cell line. Potency, µM (doses to about 46.1 µM), for inactives: at the highest dose activity, negative = toxicity, most hits filed as cytotoxic. AID 686971, 2013. HT-1080 IDH1 knockdown viability, ATP luminescence, 48 h. 2% of 360,000 active;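 note: potency is the fitted concentration of half-maximal effect; 0% = DMSO wells and -100% = cell-free medium wells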
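Using the IDH1-knockdown HT-1080 line run in the same batch and compound series as the NT line, viability after 48 h at 37 °C was determined by CellTiter-Glo luminescence and expressed as % activity.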
ATXN viability – Viability Counterscreen for Primary qHTS for Inhibitors of ATXN expression; S2 cells (HEK-293 line with an ATXN2-luciferase reporter) viability, CellTiter-Fluor protease fluorescence, 24 h; Potency, µM (top dose mostly 56.7 µM), usual class: cytotoxic; 0.49% of 400,000 active; note: potency is the fitted concentration of half-maximal effect; nearly all actives have a fitted effect of over 40% in size
MCF10A rereplic – A quantitative high throughput screen for small molecules that induce DNA re-replication in MCF 10a normal breast cells; AID 624296, 2012; MCF 10A DNA re-replication, Hoechst nuclear intensity, 48 h; 2.9% of 350,000 active; Potency, µM (doses to about 46.1 µM), inactives show top-dose activity, positive = re-replication, actives largely listed as activators; note: potency is the fitted concentration of half-maximal effect; % of control where 0% means no effect; nearly all actives have a fitted effect of over 50% in size
KB-3-1 tox – qHTS assay for MDR1-selective chemotherapeutics: Primary screen using the parental adenocarcinoma cell KB-3-1; Potency, µM (titrated, usually from 46.1 µM), for the others: at the top dose activity change, negative = cytotoxic, actives largely listed as cytotoxic; 1.4% of 400,000 active; KB-3-1 viability, CellTiter-Glo ATP luminescence, 72 h; note: potency is the fitted concentration of half-maximal effect; % is set by controls: 0 for no effect and ±100 for the full control effect; nearly all actives have a fitted effect of over 60% in size
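72 h, 37 °C compound treatment of KB-3-1 parental cells; CellTiter-Glo added, 10 min, luminescence read. Data corrected against DMSO-only plates and normalized before curve fitting.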
HT1080-NT tox – qHTS for induction of synthetic lethality in tumor cells producing 2HG: qHTS for the HT-1080-NT fibrosarcoma cell line | Potency, µM (highest dose often 46.1 µM), for the others: at the highest dose activity, negative = less viability, usual class: cytotoxic | 1.6% of 360,000 active | HT-1080-NT fibrosarcoma viability, CellTiter-Glo ATP luminescence, 48 h;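 note: NT is the 2HG producing partner of a matched IDH1 knockdown line; potency is the fitted concentration of half-maximal effect; 0% = DMSO-treated cells and -100% = media-only wells without cells; nearly all actives have a fitted effect of over 55% in size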
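Luminescent CellTiter-Glo readout after 48 hours of compound exposure at 37 degrees C defined viability of HT-1080-NT cells. Activity was normalized to DMSO wells and cell-free media wells; concentration-response curves were fitted and assigned curve classes.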
HepG2 viability – qHTS for Inhibitors of TGF-b: Cytotox Counterscreen. HepG2 CAGA-GFP viability, ATP luminescence, 18 h. Potency, µM (doses to about 46.1 µM), for the others: top-dose activity change, negative = cytotoxicity, most hits filed as cytotoxic. 0.76% of 410,000 active; note: potency is the fitted concentration of half-maximal effect; some results filed as inactive show a strong effect at the top dose
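CellTiter-Glo luminescence gave cytotoxicity after 18 hours at 37 degrees C. The cells were HepG2 CAGA-GFP in 1% FBS DMEM, stimulated with 500 pg/mL TGF-beta after compound addition. %Activity was normalised to no-cell wells (complete cell-killing) and DMSO (no toxicity), and curves were fitted and classified.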
IL1B secr inh – qHTS for Inhibitors of Inflammasome Signaling: IL-1-beta AlphaLISA Primary Screen; THP-1 LPS/ATP IL-1B secretion, AlphaLISA, 16 h; hits give low values; 4.7% of 360,000 active; activity change, % at 57.5 µM; in the data active = activity change below about -50%; inconclusive = mostly about -30% to -49%; note: % is set by controls: 0 for no effect and ±100 for the full control effect
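THP-1 cells pretreated 1 hr with compounds (up to 57.5 uM final), then stimulated with LPS (250 ng/mL final) plus ATP (1.25 mM final); secreted IL-1B measured by AlphaLISA after 16 hr, decreased signal indicating inhibition.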
* marks the source's active call; other numbers are inactive results; i = inactive; ? = inconclusive; . = not tested or not shown; & = joins results of further samples; [ ] = dose if it differs, or a comment. Unless noted, calls come from the whole dose curve; as a rule, active = well fitted curve in the direction sought with a large enough effect; inconclusive = small, poorly fitted or top-dose-only effect, or another doubt; inactive = no such curve, though single readings can be large; an effect the other way counts as inactive or inconclusive. An unsorted share of the library; any-hit rate near 8.9%.

SMILES	ATXN2 expr inh	SW480 rerep	HT1080 IDH1KD tx	ATXN viability	MCF10A rereplic	KB-3-1 tox	HT1080-NT tox	HepG2 viability	IL1B secr inh
C#CCOc1ccc(/C=C2/C(=O)ON=C2C)cc1Br	-30%	19%	2%	i	?	-15%	-4%	3%	-27
Cc1ccc(SCCC(=O)Nc2ccccc2C(=O)NC(C)C)cc1	5%	?	1%	i	-16%	-7%	-7%	1%	34
COc1cc(C(=O)Nc2sc3c(c2C(=O)O)CCC3)cc(OC)c1OC	-7%	10%	9%	i	?	-21%	0%	-11%	0
Cc1cc(N2C(=O)CCC2=O)ccc1NC(=O)c1cccs1	2%	1%	8%	i	-52%[inhibitor]	22%	4%	0%	7
Fc1ccc(-n2c(Cc3ccccc3)nnc2SCc2nc(-c3cccs3)no2)cc1	-7%	2%	0%	i	-11%	-8%	?	-19%	-4
Cc1ncc(CSCC(=O)Nc2cc(C(F)(F)F)ccc2Cl)c(CO)c1O	-5%	28%	10%	i	5%	-4%	-4%	-5%	20
O=C(c1ccco1)N1CCC(c2nc(-c3ccc(F)cc3)no2)CC1	-8%	-4%	13%	i	20%	15%	11%	6%	13
Cc1ccc(NC(=O)CSc2nc3c(c(=O)[nH]2)CN(Cc2ccccc2)CC3)cc1Cl	12%	.	.	i	.	9%	.	-24%	.
Cc1ccccc1Cn1c(C)nc2ccc([N+](=O)[O-])cc2c1=O	0%	-5%	0%	i	-7%	9%	-16%	-9%	2
CCN(CC(=O)NC1CCS(=O)(=O)C1)S(=O)(=O)c1ccc(Br)cc1 (stereo unspecified)	0%	-1%	-2%	i	-2%	-1%	-2%	0%	-18
CC(C(=O)O)c1ccc2c(c1)[nH]c1ccc(Cl)cc12 (stereo unspecified)	6%&15%	-53%&-8%[inhibitor]	6%	i	-16%&-1%	0%	8%	-3%	-4
O=[N+]([O-])c1ccc(N2CCN(S(=O)(=O)c3ccc(Cl)cc3)CC2)cc1NCC1CCCO1 (stereo unspecified)	-8%	-3%	4%	i	?	?	5%	-6%	-2
Cc1ccc(C)c(NC(=O)CN(Cc2ccccc2)S(=O)(=O)c2ccc3nc(C)sc3c2)c1	8%	.	.	i	.	-2%	.	-20%	.
Cc1ccc(S(=O)(=O)N2CCN(Cc3ccco3)CC2)c(C)c1	1%	-5%	-9%	i	?	15%	-3%	0%	-5
COc1ccc(-c2cc(-c3ccc(O)cc3)nc(N)c2C#N)cc1OC	4%	17%	?	i	?	?	-4%	-55%	-23
COc1ccc(NC(=O)CCNS(=O)(=O)c2cccc3nsnc23)c(OC)c1	2%	-19%	4%	i	-2%	0%	1%	4%	-4
O=C(NCCCO)/C(=C\c1ccco1)NC(=O)c1ccc(Br)o1	-2%	0%	9%	i	-3%	4%	14%	4%	15
CCOC(=O)c1cc(-c2ccc(N3CCOCC3)cc2)nn1-c1ccccc1	-2%	2%	-10%	i	24%	1%	-15%	2%	22
O=C(NC1CCSC1=O)c1ccc(Oc2ccc(F)cc2)nc1 (stereo unspecified)	6%	-2%	11%	i	-9%	4%	6%	-4%	?
C/C(Cc1ccccc1)=N\NC(=O)c1ccc(F)cc1	9%	?	9%	i	6%	9%	1%	-1%	0
O=C(Nc1ccc(Cl)cc1)c1csc([C@H]2C[C@H](O)[C@@H](CO)O2)n1	14%	.	-9%	i	.	-2%	-3%	-4%	18
CCOC(=O)N1CCN(CC(O)c2ccccc2)CC1 (stereo unspecified)	.	-12%	-2%	i	-2%	10%	30%	-11%	-7
CCOC(=O)C1=C(COC(=O)c2ccccc2[N+](=O)[O-])NC(=O)NC1C (stereo unspecified)	8%	?	2%	i	1%	-2%	-19%	11%	0
N#Cc1ccccc1OCC(=O)N1CCN(c2ccccc2)CC1	-2%	.	.	i	.	0%	.	0%	.
Cc1c(C(=O)Nc2nccs2)oc2ccc(F)cc12	28%	2%	6%	i	-3%	3%	6%[9.24 µM]	-25%	23
SMILES	ATXN2 expr inh	SW480 rerep	HT1080 IDH1KD tx	ATXN viability	MCF10A rereplic	KB-3-1 tox	HT1080-NT tox	HepG2 viability	IL1B secr inh
O=C(NC(Cc1ccccc1)C(=O)N1CCN(S(=O)(=O)c2ccccc2)CC1)c1ccccc1 (stereo unspecified)	14%	5%	-1%	i	21%	0%	-1%	-7%	-10
CCN(CC)C(=O)CSc1ncnc2c(-c3cccs3)nsc12	29%	1%	-11%	?	27%	2%	-18%	-38%	-60*
CCCn1c(=O)n(N)c2ccccc21	-2%	-3%	17%	i	0%	3%	10%	0%	-3
CCOc1ccc(-c2noc(CCC(=O)NCCc3ccccc3)n2)cc1OC	13%	-4%[9.22 µM]	?	i	-2%	7%	?	-3%	30
O=C(NCc1ccccc1)C1CC(=O)N(c2ccc(OCC(=O)N3CCOCC3)cc2)C1 (stereo unspecified)	-6%	-13%	10%	i	-1%	14%	-1%	-4%	2
CCCc1n[nH]c2c1C(=O)C(C(=O)OC)C(C)(C)C2 (stereo unspecified)	1%	-7%	8%	i	0%	16%	9%	9%	-2
O=C(NCc1cccnc1)c1cc(C2CCCN(S(=O)(=O)c3ccccc3)C2)on1 (stereo unspecified)	6%	.	13%	i	.	0%	12%	-20%	33
Cc1c(Cl)cccc1NC(=O)c1cc(-c2cccs2)on1	9%	.	.	i	.	9%	.	-9%	.
CCC(=O)Nc1cccc(NC(=O)COc2ccc(OC)cc2)c1	20%	-4%	-1%	i	-2%	7%	-2%	0%	-4
OCCNc1nc(-c2ccccc2)c2cc(Br)ccc2n1	-18%	?	-12%	i	?	-6%	-14%	-34%	-14
O=C(Nc1nn(Cc2ccccc2F)cc1Br)c1cccs1	18%	1%	-4%	i	-16%	5%	3%	1%	-13
Cc1ccc(S(=O)(=O)NCC(=O)OCC(=O)Nc2ccc3c(c2)OCCO3)cc1	2%	-41%[inhibitor]	6%	i	2%	14%	4%	6%	-3
CCOC(=O)N1CCN(c2cc(=O)n(C3CCCCC3)c(=O)[nH]2)CC1	3%	-1%[9.22 µM]	4%	i	11%	-2%	17%	0%	-4
COCCNC(=O)c1c(CSc2ccc(F)cc2)noc1C(=O)NCc1ccccc1	-6%	-5%	0%	i	-3%	-4%	-2%	1%	-3
O=C(Nc1ccccc1)NC1CCN(Cc2ccccc2)CC1	-4%	?	-1%	i	-4%	-2%	-3%	0%	-28
CN(C)C(CNC(=O)c1oc2ccccc2c1CSc1ncn[nH]1)c1ccco1 (stereo unspecified)	13%	5%	-6%	i	6%	4%	5%	1%	-11
CN(Cc1ccc(F)cc1)C(=O)c1cccc(NS(=O)(=O)c2ccccc2)c1	-1%	-3%	-12%	i	-2%	6%	-11%	-1%	6
Cc1c(C=O)c2ccccn2c1C(=O)c1ccc(F)cc1	-18%	-11%	-14%	i	-2%	0%	-11%	16%	-23
CCN1CCN(C(=O)C2=CC(c3ccc(C)cc3)=NS(=O)(=O)N2C)CC1	-17%	0%	-1%	i	10%	-5%	20%	-1%	7
CN(C)c1ccc(C(CC(=O)O)C(=O)O)cc1 (stereo unspecified)	-30%[11.3 µM]	-12%	-6%	i	2%	-8%	8%	-2%	15
CCOC(=O)N(C)c1c(CC)nc2c(OCc3cc(Cl)cc(Cl)c3)cccn12	?	.	?	?	.	0%	?	-29%	?
Cc1nn(-c2ccccc2)c2c1C(c1ccncc1)C(C#N)=C(N)O2 (stereo unspecified)	?	3%	0%	i	1%	-8%	-5%	-2%	20
COc1cccc(NC(=S)NCCCN2CCOCC2)c1	2%	1%	15%	i	3%	2%	8%	-10%	-2
COc1ccc(C2=NN(c3ccccc3)C(c3ccc(OC)c(OC)c3)C2)cc1 (stereo unspecified)	29%	15µM*	-16%	i	?	?	2%	-26%	0
O=C(COC(=O)c1cccc(S(=O)(=O)N2CCOCC2)c1)c1ccccc1	-13%	0%	-5%	i	0%	-3%	-4%	-1%	1

Ordered by the number under SW480 rerep (largest number first): 3 from the list above
| Molecule | SW480 rerep |
| --- | --- |
| CN(Cc1ccc(F)cc1)C(=O)c1cccc(NS(=O)(=O)c2ccccc2)c1 | -3% |
| CCC(=O)Nc1cccc(NC(=O)COc2ccc(OC)cc2)c1 | -4% |
| COCCNC(=O)c1c(CSc2ccc(F)cc2)noc1C(=O)NCc1ccccc1 | -5% |

Other results:
SMILES	ATXN2 expr inh	SW480 rerep	HT1080 IDH1KD tx	ATXN viability	MCF10A rereplic	KB-3-1 tox	HT1080-NT tox	HepG2 viability	IL1B secr inh
CCN(CC)c1ccc(C(=O)OCC(=O)Nc2ccccc2-c2ccccc2)cc1	.	?	-27%	i	?	2%	-28%	-35%	21
CN(C)C(CNC(=O)c1cccnc1Sc1ccccc1)c1ccco1 (stereo unspecified)	1%	-1%	2%	i	4%	0%	1%	-2%	-1
CCOC(=O)C(C)Sc1nnc(-c2ccccc2O)n1Cc1ccccc1 (stereo unspecified)	-5%	-2%	-5%	?	-1%	1%	-11%	-1%	21
Cc1ccc(S(=O)(=O)N2CCCCC2)cc1NC(=O)c1ccc(=O)[nH]c1	.	.	2%	i	.	1%	0%	5%	2
CCOc1ccccc1NC(=O)n1ncc2c(C)cccc21	30%	-1%	26%	i	3%	-2%	13%	-3%	1
Cc1ccc(CN(C(=O)COc2cccc([N+](=O)[O-])c2)c2ccccn2)o1	159%[activator]	.	.	i	.	-24%	.	-16%	.
CC(=O)Nc1nc(N2C(=O)c3ccccc3C2=O)n(-c2ccccc2)n1	-4%	3%	-2%	i	1%	-3%	0%	-28%	32

High-throughput results: PubChem BioAssay, National Center for Advancing Translational Sciences (NCATS)
